# Source: PubChem BioAssay (The Scripps Research Institute Molecular Screening Center)
# NOTCH ag = NOTCH pathway agonism | NOTCH signaling luciferase reporter cells, luminescence | activation, % at 2.5 µM | actives 0.4% (n = 15,000); in the data active = activation above about 2.2%
# KOR antag MB = antagonists of human kappa opioid receptor OPRK1, Maybridge library; P41145; OPRK1 cells, antagonist mode, fluorescence readout; inhibition, % at 9 µM; actives 0.4% (n = 16,000); in the data active = inhibition above about 50%
# Target sequence (P41145 whole entry, looked up): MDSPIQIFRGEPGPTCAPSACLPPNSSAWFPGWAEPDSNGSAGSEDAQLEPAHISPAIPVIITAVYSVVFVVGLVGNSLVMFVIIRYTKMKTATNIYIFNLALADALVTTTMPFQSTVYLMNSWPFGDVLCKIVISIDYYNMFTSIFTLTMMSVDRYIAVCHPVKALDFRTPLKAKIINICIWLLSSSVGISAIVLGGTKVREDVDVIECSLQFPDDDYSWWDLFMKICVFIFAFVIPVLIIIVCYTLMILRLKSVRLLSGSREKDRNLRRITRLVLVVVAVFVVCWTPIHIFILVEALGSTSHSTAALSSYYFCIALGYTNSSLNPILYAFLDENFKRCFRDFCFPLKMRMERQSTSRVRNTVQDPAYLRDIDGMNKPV
# rat GALR2 ag = activates the rat galanin receptor 2; cell-based GALR2 agonist screen; activation, % at 10 µM; actives 0.5% (n = 16,000); AID 833; in the data active = activation above about 15%
# S1P1 agonist = S1P1 (human) receptor agonism | P21453 | S1P1 agonist cell-based reporter assay | activation, % at 4.5 µM | actives 1.5% (n = 16,000) | AID 1044; in the data active = activation above about 80%
# PME-1 Maybridge = PME-1 (human) inhibition, Maybridge primary screen; actives 0.5% (n = 16,000); inhibition, % at 9 µM; AID 2291; recombinant PME-1, FP-Rh probe fluorescence polarization; in the data active = inhibition above about 30%
# TLR4-MyD88 inh = blocks binding of human TLR4 to MyD88. inhibition, % at 10 µM. Cell-based TLR4-MyD88 binding inhibition assay. actives 0.06% (n = 16,000). O00206; in the data active = inhibition above about 45%
# Nox1 inh = inhibitors of human NADPH oxidase 1 (Nox1) | actives 0.81% (n = 16,000) | Q9Y5S8 | AID 1792 | inhibition, % at 6.7 µM | HT29 cells, luminol chemiluminescence ROS
# Target sequence (Q9Y5S8 whole entry, looked up): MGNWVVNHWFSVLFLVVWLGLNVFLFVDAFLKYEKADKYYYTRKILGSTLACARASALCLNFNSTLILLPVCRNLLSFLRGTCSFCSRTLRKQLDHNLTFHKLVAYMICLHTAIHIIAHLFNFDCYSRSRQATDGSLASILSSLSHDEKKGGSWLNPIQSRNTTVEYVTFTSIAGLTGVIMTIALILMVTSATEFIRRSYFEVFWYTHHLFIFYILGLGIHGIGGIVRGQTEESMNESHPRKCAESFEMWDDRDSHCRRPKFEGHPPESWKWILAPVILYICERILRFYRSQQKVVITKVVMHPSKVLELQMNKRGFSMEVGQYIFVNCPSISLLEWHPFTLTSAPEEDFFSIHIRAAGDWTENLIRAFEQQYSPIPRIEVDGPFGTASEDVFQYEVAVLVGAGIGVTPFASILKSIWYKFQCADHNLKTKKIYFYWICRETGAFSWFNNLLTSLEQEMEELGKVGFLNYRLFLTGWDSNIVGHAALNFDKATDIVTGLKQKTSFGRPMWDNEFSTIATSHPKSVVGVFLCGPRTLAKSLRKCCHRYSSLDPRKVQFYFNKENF
# luminol inh ctr = quenches luminol chemiluminescence in Nox1 counter-screen; HRP/luminol/H2O2 chemiluminescence counterscreen; inhibition, % at 6.7 µM; actives 0.4% (n = 16,000); also: reference of the scale not given here
# * marks the source's active call; other numbers are inactive results; nt = no result given. Rule as the data show it, unless noted: active = inhibition above about 75%; inactive = the rest. Rows are unselected. About 4.3% of those tested had a hit in this group.
SMILES,NOTCH ag,KOR antag MB,rat GALR2 ag,S1P1 agonist,PME-1 Maybridge,TLR4-MyD88 inh,Nox1 inh,luminol inh ctr
CCOC(=O)CC1Sc2ccccc2NC1=S (stereo not drawn),-0.3,1,-5,72,-6,12,-35,4
C/C(=N\OC(=O)c1ccc(C)cc1)c1csc(-c2ccccc2)n1,-0.7,22,-7,-6,-3,4,-50,3
CC(=O)CNC(=O)Cc1ccccc1,-0.8,-1,-2,-5,4,-5,-1,-2
CC1CN(C(=O)NCCSCc2cccc(C(F)(F)F)c2)CC(C)O1 (stereo not drawn),0.1,-24,-9,-4,2,2,-11,1
O=C1/C(=C\c2ccccn2)SC(=S)N1CCc1ccc(Cl)cc1,-0.6,14,-6,2,2,8,-44,-2
N#Cc1c2ccccc2cn1Cc1cccc(Cl)c1,-0.2,5,-7,93*,-3,nt,-58,2
O=C(CCSc1ccccc1)c1ccc(Cl)s1,-0.8,11,-4,2,-5,-7,-45,2
Cc1c(NC(=S)Nc2ccccc2)c(=O)n(-c2ccccc2)n1C,-0.2,4,-2,-13,-3,-11,-21,-1
COc1cccc(-c2nnc(-c3ccccc3[N+](=O)[O-])o2)c1,-0.7,0,-3,6,14,-5,-26,-7
Cc1c(S(=O)(=O)c2ccc(Cl)cc2)csc1S(=O)(=O)N1CCCCC1,0.0,-11,-6,-2,-2,1,-61,4

# An excerpt from above, showing only S1P1 agonist and NOTCH ag:
compound | S1P1 agonist | NOTCH ag
O=C1/C(=C\c2ccccn2)SC(=S)N1CCc1ccc(Cl)cc1 | 2 | -0.6
Cc1c(NC(=S)Nc2ccccc2)c(=O)n(-c2ccccc2)n1C | -13 | -0.2

# Additional records:
SMILES,NOTCH ag,KOR antag MB,rat GALR2 ag,S1P1 agonist,PME-1 Maybridge,TLR4-MyD88 inh,Nox1 inh,luminol inh ctr
O=C(Cc1ccccc1)c1ccc(O)cc1,-0.1,-1,-6,10,-4,0,-34,2
Clc1cccc(C=Nc2ccc(Oc3cncc(Cl)c3)nc2)c1,-0.6,10,-5,29,5,5,17,-6
CCOC(CC(=O)NNC(=S)NC)OCC,-0.7,16,-6,4,4,2,20,14
CSC(=NC#N)N1CCN(c2ccc([N+](=O)[O-])cn2)CC1,-0.3,7,-3,2,-4,-3,-44,4
CCS(=O)(=O)c1ccc2oc(=O)[nH]c2c1,-0.7,18,-7,-8,-3,nt,-14,2
O=C(Oc1ccccc1N1CCOCC1)c1cccnc1Oc1ccccc1,1.3,-15,-5,1,0,-5,79*,7
O=C(O)CSC(SCC(=O)O)c1ccc2c(c1)OCO2,-1.4,8,-6,-4,-1,-7,-32,0
CC(=O)c1ccc(C(F)(F)F)cc1[N+](=O)[O-],-0.3,6,0,-20,5,0,-25,-6
O=C(O)/C(=C/c1ccsc1)c1cc(F)cc(F)c1,-0.4,-3,-2,-13,-2,9,-45,-2
C=CCn1c(SCC(=O)Nc2nnc(-c3cccs3)s2)nnc1-c1ccco1,-0.1,9,-7,-1,3,-4,-20,-3

# Molecules shown so far that have a cyano group:
SMILES,NOTCH ag,KOR antag MB,rat GALR2 ag,S1P1 agonist,PME-1 Maybridge,TLR4-MyD88 inh,Nox1 inh,luminol inh ctr
N#Cc1c2ccccc2cn1Cc1cccc(Cl)c1,-0.2,5,-7,93*,-3,nt,-58,2
CSC(=NC#N)N1CCN(c2ccc([N+](=O)[O-])cn2)CC1,-0.3,7,-3,2,-4,-3,-44,4

# Next part:
SMILES,NOTCH ag,KOR antag MB,rat GALR2 ag,S1P1 agonist,PME-1 Maybridge,TLR4-MyD88 inh,Nox1 inh,luminol inh ctr
NC1=NC2(CS1)CSC(N)=N2,0.3,-6,-8,-1,9,nt,12,-4
Cc1noc(C)c1S(=O)(=O)N1CCN(C(=O)C2CCCO2)CC1 (stereo not drawn),-0.3,5,-6,0,3,3,-53,-1
NS(=O)(=O)c1ccc(NC(=O)CCCC(=O)O)cc1,-0.5,8,-6,-19,1,-3,-22,4
OC(CNCc1cc2ccccc2s1)C(F)(F)F (stereo not drawn),-0.1,-3,-8,14,1,2,-16,3
O=C(c1ccc(-c2cccs2)s1)N1CCN(C2c3ccccc3-c3ccccc32)CC1,-0.8,18,-6,68,-11,5,-40,4
Cc1nnsc1C(=O)ON=C(c1cccs1)c1cccs1,nt,-2,-8,-23,2,-7,-25,-8
O=C(CSCc1cccc2ccccc12)NNC(=O)c1ccccc1Cl,-0.1,-7,-7,6,1,3,15,-1
CC1(C)CC(=O)C=C(SCC(=O)Nc2ccc(Cl)cc2)S1,0.1,-27,8,4,5,nt,12,-4
CC(=O)Nc1cc2ccccc2oc1=O,-0.5,26,-4,9,4,12,34,-5
CCOC(=O)c1sc(SC)nc1N,-1.2,-2,6,10,-4,13,-28,1
Cc1ccc(CC(=O)O)cc1,-0.7,6,-8,-14,-3,-17,-28,1
COc1ccc(CCN2C(=O)c3ccccc3NC2c2ccc(N(C)C)cc2)cc1OC (stereo not drawn),-0.3,15,-6,5,-6,3,-6,3
COc1ccc(NC(=O)C(C(=O)Nc2ccc(OC)cc2)C23CC4CC(CC(C4)C2)C3)cc1,0.7,18,-4,-49,-23,-1,17,-5
CN(C(=O)C(C)(C)Oc1cc(C(F)(F)F)n(C)n1)c1ccccc1,-0.4,-6,-5,3,5,4,-14,-2
N#Cc1cc([N+](=O)[O-])ccc1Oc1ccc2nonc2c1,-0.7,-10,-8,14,1,-4,-23,3
N#Cc1c(N)n(Cc2ccccc2)c(=O)c2cccnc12,-0.4,1,-2,-29,3,4,-16,-6
Cc1ccc(S(C)(=O)=NC(=O)NS(=O)(=O)Oc2ccc(Cl)cc2Cl)cc1 (stereo not drawn),-0.9,-7,-1,2,-2,7,-65,3
CC(=O)Nc1cccc(-n2[nH]nnc2=S)c1,-0.4,29,-5,0,3,nt,26,32
COc1ccc(N(Cc2ccccn2)C(=O)c2ccc(F)cc2)cc1,-0.6,-10,-7,7,-1,4,-27,-1
COc1ccc(C(=O)/C(C#N)=C/c2ccc(O)cc2)cc1,-0.1,15,-6,-5,-2,-2,-9,-7

# Single values from above:
# COc1ccc(CCN2C(=O)c3ccccc3NC2c2ccc(N(C)C)cc2)cc1OC (stereo not drawn) in rat GALR2 ag = -6
# COc1ccc(N(Cc2ccccn2)C(=O)c2ccc(F)cc2)cc1 in rat GALR2 ag = -7

# Further compounds follow:
SMILES,NOTCH ag,KOR antag MB,rat GALR2 ag,S1P1 agonist,PME-1 Maybridge,TLR4-MyD88 inh,Nox1 inh,luminol inh ctr
O=C(NNc1nc(-c2cccs2)ns1)c1cccc(C(F)(F)F)c1,0.7,6,-8,17,7,-1,104*,57
Cc1cc(NC(=O)NCCNc2ncccc2C(F)(F)F)c(C(F)(F)F)o1,0.1,1,-6,-15,0,-8,-12,3
Cc1oc2ccccc2c1CC(=O)Nc1ccc(OC(F)(F)F)cc1,-0.8,-20,-7,17,-6,7,-51,3
Cc1ccc(S(=O)(=O)NC(=O)Nc2c(-c3ccc(F)cc3)c(C(F)(F)F)nn2C)cc1,0.3,2,0,3,4,2,10,-6
N#CC(NC(=S)Nc1cccc(Cl)c1)c1ccccc1 (stereo not drawn),0.6,-4,-4,5,1,1,-1,-1
CC(C)(C)c1ccc(C(=O)c2ncc[nH]2)cc1,-0.7,-3,2,103*,1,15,-56,2
On1nnc2ccc(C(F)(F)F)cc21,-0.1,-17,-1,2,-9,6,-27,-1
O=C1C(NCc2ccccc2)=C(NCc2ccccc2)C(=O)c2ccccc21,-0.5,8,-8,10,3,-9,-137,5
Cc1oc(C(C)(C)C)cc1C(=O)NCc1csc(-c2cccs2)n1,-0.5,0,-9,28,9,5,-23,4
CCOC(=O)c1sc(-c2cnccn2)nc1C,-0.2,-11,-6,-36,4,-7,7,-6
CCCc1cnc(N2CCN(c3ncc(CCC)cn3)CC2)nc1,-0.6,-32,-8,-7,-6,0,-57,4
Cc1c(S(=O)(=O)c2ccc(Cl)cc2)csc1C(=O)N/N=C/c1cccs1,0.9,-30,-6,54,-27,9,-27,3
c1ccc2c(-c3csc(-c4ccc5c(c4)OCCO5)n3)coc2c1,-0.3,-4,-4,10,-10,6,20,-3
O=C(Nc1ccc(F)cc1)/C(=C/c1cccs1)NC(=O)c1ccccc1,-0.4,-7,-7,-4,6,-11,-1,-7
N#CCCS(=O)(=O)c1ccccc1F,nt,-3,-9,-8,7,-9,8,-6
O=C(Nc1ccc2[nH]ccc2c1)c1cccnc1Sc1ccccc1,-0.3,-2,-2,10,0,0,-28,2
O=C(Cn1nnc(N2CCOCC2)n1)NNC(=S)NC(=O)C1CC1,0.0,-13,2,8,-2,-10,-42,10
Cc1nc(-c2nnc(Sc3ccc(C(F)(F)F)cc3[N+](=O)[O-])n2C)cs1,-0.4,-9,-5,2,-2,-5,-23,0
O=C(CS(=O)(=O)Nc1ccc(Cl)cc1)CS(=O)(=O)Nc1ccc(Cl)cc1,-0.3,5,-4,26,4,8,-15,5
Cn1cc(Cl)c(/C=C(\C#N)C(=O)c2ccco2)n1,-0.4,8,-1,-3,-3,0,-13,0
Oc1ccc(Oc2c(Cl)cncc2Cl)cc1,-0.2,-7,-3,46,2,-1,5,-2
O=c1c2cc([N+](=O)[O-])ccc2oc2ncccc12,3.0*,-10,-9,-10,3,2,5,-2
COc1cc(NC(=S)Nc2ccc3c(c2)OCCO3)cc(OC)c1OC,0.5,15,-2,16,8,11,50,-33
COc1ccc(S(=O)(=O)NCc2c(F)cccc2Cl)cc1OC,-0.5,15,-5,-7,6,-2,-9,-4
Cc1onc(-c2ccccc2)c1C(=O)/C=C/N(C)C,0.0,4,-4,-6,-1,-7,8,-1
S=C(NCc1cccs1)NC1CC1,-0.4,2,-4,1,4,-4,6,-5
Nc1nc2c(c(C(F)(F)F)n1)CCc1ccccc1-2,nt,-12,-4,-10,2,-1,-64,-1
COc1cccc(C(=O)CSc2nsc(SCC(=O)c3cccc(OC)c3)c2C#N)c1,-0.6,6,-8,-6,0,-5,88*,0
CCOC(=O)N1CCc2c(sc(NC(=O)CSc3nnc(-c4ccco4)o3)c2C#N)C1,-0.3,1,-6,22,2,-5,28,-3
Cc1[nH]c(=O)c(C#N)cc1C(=O)CSc1cccc(F)c1,0.4,10,-5,4,-8,-2,-54,7
C/C(=N\N=C1\NC(=O)C(CC(=O)O)S1)c1ccccn1 (stereo not drawn),-0.8,-15,-6,-4,5,2,15,-4
CN(C(=O)C1CCC1C(=O)O)c1nc(-c2ccc(Cl)s2)cs1 (stereo not drawn),-0.5,-15,-5,-12,1,-1,14,-1
Cc1cc(C)c2ccc(=O)n(CC(=O)N/N=C/c3ccccc3Cl)c2n1,0.2,4,-5,11,9,2,2,-8
CC(C)(C)c1cc2c(=O)[nH]nc(N)c2c(=O)[nH]1,-0.2,16,-2,6,-2,-5,-34,0
Cc1c(-c2c(Cl)cccc2Cl)noc1C(=O)CN=S(C)(=O)c1ccc(C(F)(F)F)cn1 (stereo not drawn),-1.1,13,-6,32,9,-3,-31,-9
Cc1nn(C)c(NN2C(=O)c3cccc4cc([N+](=O)[O-])cc(c34)C2=O)c1[N+](=O)[O-],-0.1,5,-6,-3,15,-11,16,2
COC(=O)c1c(C)oc(C)c1S(=O)(=O)NCc1csc2ccc(Cl)cc12,0.2,-3,-6,-2,6,-3,-5,-4
Cc1noc(C)c1C(=O)N1CCCCC1c1ccccn1 (stereo not drawn),0.0,-13,-9,4,6,13,-65,2
Cn1nc(-c2ccccc2)cc1NC(=O)c1cc(Cl)sc1Cl,-0.6,13,-4,-8,3,0,-17,-2
O=C(NCCN1CCN(c2nccc(C(F)(F)F)n2)CC1)c1cccs1,-0.5,-12,-1,5,0,nt,-38,1
O=C1C=C(I)C(=O)C=C1I,-0.2,-6,-2,-22,0,6,86*,2
O=C(CN1CCN(c2nc3cc(Cl)ccc3s2)CC1)Nc1ccc(OC(F)(F)F)cc1,0.1,21,-4,9,5,2,20,-8
CCS(=O)(=O)c1ccc(O)c(NC(=O)Nc2ccc(OCc3ccccc3)cc2)c1,0.0,-4,-1,10,-7,-10,-6,-7
COc1ccc(C(=O)NNC(=O)c2snnc2C)cc1,0.3,3,-5,-3,1,-29,-28,6
C#CCSc1ccccc1C1=NCCCN1,-0.8,12,-5,49,-3,0,-54,3
COC(=O)c1ccsc1NC(=O)c1ccc(C)cc1,-0.4,1,-5,-7,8,-13,20,-7
CN(C)/C=C/C(=O)c1nn(-c2ccc(C(F)(F)F)cc2)ccc1=O,0.1,-20,-4,3,7,5,9,-6

# Compound profiles (already shown). Order of values: NOTCH ag | KOR antag MB | rat GALR2 ag | S1P1 agonist | PME-1 Maybridge | TLR4-MyD88 inh | Nox1 inh | luminol inh ctr
# `Cc1ccc(S(=O)(=O)NC(=O)Nc2c(-c3ccc(F)cc3)c(C(F)(F)F)nn2C)cc1` reads 0.3 | 2 | 0 | 3 | 4 | 2 | 10 | -6
# `CCOC(=O)c1sc(-c2cnccn2)nc1C` reads -0.2 | -11 | -6 | -36 | 4 | -7 | 7 | -6
# `C#CCSc1ccccc1C1=NCCCN1` reads -0.8 | 12 | -5 | 49 | -3 | 0 | -54 | 3
# `O=C(NNc1nc(-c2cccs2)ns1)c1cccc(C(F)(F)F)c1` reads 0.7 | 6 | -8 | 17 | 7 | -1 | 104* | 57
